Bioassay records as filed in PubChem BioAssay.
RAD52 anneal inh: RAD52 DNA annealing inhibitors, primary screen, biochemical, FRET, single point, set 2 | DNA repair protein RAD52 homolog (Homo sapiens), P43351 | recombinant RAD52 DNA annealing, FRET fluorescence | inhibition, % at 18.7 µM | 0.46% of 360,000 active | AID 651710, 2012;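 active = every replicate showing at least 50% inhibition; inconclusive = mean inhibition at least 50% but not in every replicate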
Target sequence (P43351 whole entry, looked up): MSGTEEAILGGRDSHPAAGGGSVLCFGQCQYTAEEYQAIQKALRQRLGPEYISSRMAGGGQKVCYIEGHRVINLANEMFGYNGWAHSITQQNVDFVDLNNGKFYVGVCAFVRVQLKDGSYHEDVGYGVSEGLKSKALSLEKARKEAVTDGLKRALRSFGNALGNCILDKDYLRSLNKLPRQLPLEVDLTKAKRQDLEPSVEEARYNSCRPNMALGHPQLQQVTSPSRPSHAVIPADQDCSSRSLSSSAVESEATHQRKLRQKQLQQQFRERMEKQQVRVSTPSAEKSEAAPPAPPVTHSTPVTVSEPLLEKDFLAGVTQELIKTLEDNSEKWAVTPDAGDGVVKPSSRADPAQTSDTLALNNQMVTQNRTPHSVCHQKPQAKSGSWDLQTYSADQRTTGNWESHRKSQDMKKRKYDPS
esBAF inh: Bmi1 luciferase reporter increase in mESCs, primary screen, esBAF inhibitor project, mouse ES cells, Bmi1 luciferase knock-in, single point; 24 h; 100% = twice the neutral-well signal; reporter increase, % at 12.5 µM; 2% of 350,000 active; in the data active = activation above about 40%; inconclusive = no clear call, values can overlap the other calls;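 also: 0% = median of the plate's neutral control wells and 100% = double that signal; a rise in the Bmi1 reporter signal indicates esBAF inhibition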
ARNT-TACC3 inh: disruptors of ARNT/TACC3 protein interaction, primary screen, biochemical, AlphaScreen, single concentration. Transforming acidic coiled-coil-containing protein 3 (Homo sapiens), Q9Y6A5. AlphaScreen His-ARNT PAS-B/GST-TACC3 binding, luminescence; TACC3 fragment carries E629A point mutation. inhibition, % at 9.99 µM. 0.66% of 390,000 active. AID 623870, 2012;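 active = mean inhibition of replicates at least 50% and at least half of replicates each reaching 50%; inconclusive = half or more replicates reach 50% but mean below 50%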;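 also: 0% = complete ARNT plus TACC3 wells and 100% = ARNT alone without TACC3; many hits fall short of the cut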
F508del corr: F508del CFTR correction, initial screen, CFBE line, single point. CFBE cells, YFP halide quenching; stimulated with forskolin plus potentiator P3; % fluorescence drop versus neutral controls. 0.36% of 350,000 active. AID 720511, 2013. activity (quench increase), % at 7.58 µM;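 active = mean added fluorescence quench of at least 8% versus neutral control, with both replicates also reaching 8%; inconclusive = only one of the mean or replicate conditions met; inactive = mean below 8% and not both replicates reaching 8%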;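 also: cells transiently co-express mutant CFTR-F508del with the halide-sensitive YFP; corrector assay measuring rescue of mutant channel to the surface after 24 h compound exposure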
RAD54 inh: inhibitors of human RAD54 branch migration, primary screen, biochemical, fluorescence, single point; DNA repair and recombination protein RAD54-like (Homo sapiens), Q92698; RAD54 Holliday junction branch migration, FAM/BHQ fluorescence; inhibition, % at 10.4 µM; 0.14% of 360,000 active;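 active = mean normalized replicate activity at least 40 and at least half of replicates scoring 40 or more; inconclusive = only one of the two criteria met; inactive = mean below 40 and under half of replicates reaching 40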;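 also: 0% = median of neutral control wells and 100% = median of positive control wells; inhibitors cause a drop in the FAM fluorescence signal; in these data hits start at about 50%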
ERAP1 HTS inh: human ERAP1 aminopeptidase inhibitors, primary screen, biochemical, single point, plate reader; Endoplasmic reticulum aminopeptidase 1 (Homo sapiens), Q9NZ08; recombinant ERAP1, Leu-AMC fluorescence, 60 min; inhibition, % at 10.7 µM; 0.15% of 340,000 active;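 active = mean replicate inhibition of at least 30%, or all replicates individually reaching that 30% level; inactive = mean below 30% and not every replicate reaching it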;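 also: 0% = neutral control wells and 100% = L-leucinethiol positive control wells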
INS-1E GSIS act: GLuc luminescence reporter in INS-1E cells, primary screen for activators of glucose-dependent secretion of insulin | INS-1E GLuc reporter insulin secretion, 2-3 h | activation, % at 16.6 µM | 0.61% of 370,000 active | AID 743287, 2014;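 active = lowest replicate activation of at least 40%, so every replicate reaches that level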;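 also: 0% = median of neutral control wells and 100% = median of IBMX positive control wells; some compounds called inactive have numbers as strong as hits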
XiGFP reactiv: activators of inactive X chromosome reactivation, primary screen, imaging, XiGFP fibroblasts, GFP high-content imaging, set 2; XiGFP mouse fibroblasts, % GFP-positive cells imaging, 3 d; cells co-treated with 5-aza-dC sensitizer; scaled so ellipticine positive control = 100%; activation, % at 7.58 µM; 0.055% of 360,000 active; AID 743238, 2013;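 active = mean normalized replicate activation at least 10% and every replicate at or above 10%; inconclusive = only one of the two criteria met; inactive = mean below 10% and not all replicates reach 10%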;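 also: 0% = median of on-plate neutral control wells and 100% = ellipticine 6 µM median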
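Assay system – SV40-immortalized XiGFP fibroblast cells, line 68-5-11 · Buffer or medium – DMEM supplemented with 5-aza-dC as sensitizing agent · Dosing – one concentration, pinned · Benchmarks – positive control ellipticine, 6 µM final · Times – 3 days compound exposure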
* marks the source's active call; other numbers are inactive results; ? = inconclusive; nt = not tested or not shown.

Every second line gives: RAD52 anneal inh	esBAF inh	ARNT-TACC3 inh	F508del corr	RAD54 inh	ERAP1 HTS inh	INS-1E GSIS act	XiGFP reactiv
COc1ccc(NC(=O)c2c[nH]c(=O)n(-c3ccc(C)c(C)c3)c2=O)c(OC)c1
    -2	3	-5	2.4	5	-4	-2	0.0
CS(=O)(=O)N1CCc2cc(C(=O)Nc3ccccc3Cl)ccc21
    12	?	-1	-0.8	-6	0	4	0.0
CC(C)(C)S(=O)(=O)N1C[C@H]2CC(=O)C=C2[C@@H]1CCO
    -13	nt	nt	-2.5	nt	0	3	0.1
CS(=O)(=O)Nc1ccc2c(c1)[C@@H]1C[C@@H](CC(=O)NCc3ccc(Oc4ccccc4)cc3)O[C@@H](CO)[C@@H]1O2
    -26	-15	2	7.2	1	-1	23	0.5
O=C(C1CCCCC1)N1CC2(C1)[C@H](c1ccccc1)[C@H](CO)N2CC1CCCC1
    -23	nt	nt	0.2	nt	-8	-33	0.3
Cc1cc(C)cc(NC(=O)CSc2nnc(Cn3c(=O)sc4ccccc43)n2C)c1
    -7	-1	-6	0.8	0	1	3	0.3
CN(C)S(=O)(=O)c1ccc(Cl)c(NC(=O)CSc2nc3c(cc2C#N)C(=O)CC(C)(C)C3)c1
    -10	nt	-5	nt	0	2	-1	0.0
Cc1ccc(C(=O)NC(=C(Cl)Cl)S(=O)(=O)c2ccc(Cl)cc2)cc1
    -10	nt	-3	-3.5	nt	-2	-51	0.1
Cc1ccc(S(=O)(=O)Nc2ccc3c(c2)CC(=O)N([C@H](C)CO)C[C@@H](C)[C@H](CN(C)C(=O)Nc2ccc(C(F)(F)F)cc2)O3)cc1
    -8	1	4	-1.3	4	-4	-3	-0.8
COc1ccc2c3c([nH]c2c1)[C@@H](CO)N(S(=O)(=O)c1ccc(C)cc1)CC31CCN(Cc2nccs2)CC1
    16	nt	nt	0.2	nt	2	-15	1.4
CCOC(=O)C1(C)CCCN(C(=O)c2cc(C)oc2C)C1 (configuration not stated)
    -1	-5	nt	-2.0	-7	-4	2	0.0
O=C(NCCc1ccccc1)C1CCCN1C(=O)Nc1ccc(Cl)cc1 (configuration not stated)
    -6	-2	-5	-1.2	1	-4	-10	0.0
CC(=O)Oc1ccc(C(=O)Nc2ccc(S(=O)(=O)NCC3CCCO3)cc2)cc1 (configuration not stated)
    -4	-2	nt	-1.1	3	2	-14	0.1
CCCCCCCC(=O)OC(CN1CCCCCC1)CN1CCCC1=O (configuration not stated)
    -6	nt	-10	-1.1	nt	11	-3	0.4
CCOC(=O)C1CCCN(C(=S)Nc2ccc(S(=O)(=O)N3CCOCC3)cc2)C1 (configuration not stated)
    -17	-3	0	4.6	5	4	nt	0.2
COc1ccc(C(=O)CSc2nc3ncccc3[nH]2)cc1OC
    5	nt	11	0.5	1	nt	13	0.0
C[C@@H]1CCCCO[C@H](CN(C)Cc2ccncc2)[C@H](C)CN([C@@H](C)CO)C(=O)c2cc(NC(=O)Nc3ccc(C(F)(F)F)cc3)ccc2O1
    47	4	-2	6.8	-20	0	6	0.1
CC(C)NC(=O)Nc1cccc2c1O[C@@H](CN(C)C(=O)Nc1ccccc1)[C@H](C)CN([C@H](C)CO)C2=O
    1	0	-9	0.2	4	-2	6	0.2
CCc1nnc(NC(=O)CSc2ccc(-c3ccco3)nn2)s1
    -9	nt	2	-10	nt	-3	0	0.1
CCc1c(C)c2ccc(OC(C)C(=O)NC(Cc3c[nH]c4ccc(O)cc34)C(=O)O)c(C)c2oc1=O (configuration not stated)
    -16	6	-4	-2.0	-8	-2	-12	nt
O=C(C[C@H]1CC[C@H]2[C@@H](COC[C@@H](O)CN2C(=O)Nc2ccc(C(F)(F)F)cc2)O1)NCCc1ccncc1
    -2	2	-4	-4.1	-2	0	-22	-0.1
C[C@H](CO)N1C[C@H](C)[C@@H](CN(C)Cc2ccc(C(=O)O)cc2)Oc2ccc(NC(=O)C3CCCCC3)cc2CC1=O
    3	3	2	1.0	-9	2	8	-0.2
Cc1ccc(Cc2nnc(SCC(=O)Nc3ccccc3C)[nH]c2=O)cc1
    -10	3	-1	-4.4	nt	1	10	0.0
COc1ccc(-c2ccc([C@@H]3[C@H]4CNCC(=O)N4[C@H]3CO)cc2)cc1
    -11	nt	nt	0.6	nt	-1	-3	0.0
CC(O)C(NS(=O)(=O)c1ccc(Cl)cc1)C(=O)OCc1nnc(-c2ccccc2)o1 (configuration not stated)
    -5	13	-5	nt	-1	2	-8	nt
Cc1ccc(C)c(NC(=O)COC(=O)c2cccc(S(=O)(=O)N3CCCCC3)c2)c1
    -8	-5	-4	-1.6	-5	-4	11	0.1
CCOC(=O)c1cnc(/N=C/N(C)C)s1
    -8	nt	0	-2.0	nt	1	4	0.0
C[C@@H]1CCCCO[C@@H](CN(C)Cc2ccccc2)[C@H](C)CN([C@H](C)CO)C(=O)c2cc(NS(=O)(=O)c3ccccc3)ccc2O1
    7	-6	-9	1.1	3	1	-8	-1.1
CC(C(=O)Nc1ccc2c(c1)OCO2)N(C)CC(=O)Nc1ccc(Cl)cc1 (configuration not stated)
    -7	-4	nt	-5.5	10	0	-25	0.0
O=C(O)C(c1ccccc1)C(c1ccccc1)c1ccccc1 (configuration not stated)
    3	-4	nt	nt	0	0	18	0.0
CO[C@H]1CN(C)C(=O)c2ccc(NC(=O)c3ccno3)cc2OC[C@@H](C)N(S(C)(=O)=O)C[C@H]1C
    -131	nt	nt	-0.7	nt	2	1	0.2
O=C(Nc1ccccc1Cl)c1ccc([N+](=O)[O-])o1
    0	10	-9	-4.5	-6	-2	-19	-0.1
Clc1cccc(Oc2ncccn2)c1
    3	-7	-3	nt	nt	-1	18	0.2
O=C(c1cc([N+](=O)[O-])ccc1Cl)N1CCN(Cc2ccc3c(c2)OCO3)CC1
    -10	-12	3	0.3	nt	-4	-18	0.0
CCOC(=O)Cc1csc(NC(=O)C(NC(=O)C2CCC(C)CC2)C(C)C)n1 (configuration not stated)
    0	-7	0	-0.9	-4	0	2	0.0
CN(C)CCCSc1nc(-c2ccccc2)nc2c1CCC2
    31	4	24	0.6	2	-1	1	0.1
CCOC(=O)CNC(=O)N(C)[C@H]1C[C@H]2c3[nH]c4c(-c5ccc6c(c5)OCO6)cccc4c3CCN2C(=O)[C@H]1[C@H](C)O
    -14	nt	nt	0.4	nt	1	-12	-0.1
CCN(C[C@H]1N[C@@](Cc2ccccc2)(C(=O)OC)[C@H]2C(=O)N(C)C(=O)[C@@H]12)S(=O)(=O)c1ccc(-c2ccccc2)cc1
    0	4	4	-2.3	-11	nt	-5	0.0
COCc1cccc(-c2csc(C(O)c3ccc(F)c(F)c3)n2)c1 (configuration not stated)
    -10	11	nt	-1.0	-3	1	nt	0.0
CCSC1=C(C#N)C2(CCCCC2)C2=C(CC(C)(C)CC2=O)N1
    -14	nt	-1	2.4	nt	0	-9	0.0
COc1ccc(C2(C)NC(=O)N(CC(=O)Nc3ccc(S(=O)(=O)N4CCCC4)cc3)C2=O)cc1 (configuration not stated)
    -7	nt	-9	5.2	nt	7	-28	-0.2
COc1ccc(Cl)cc1N/C(N)=N/c1nc(C)cc(=O)[nH]1
    0	nt	-4	0.2	nt	4	3	0.0
CCOC(=O)c1ccc(NC(=O)CSc2nc3c(c(=O)n2-c2ccccc2OC)SCC3)cc1
    -11	16	-14	-2.1	-7	0	-4	-0.1
N#Cc1c(=O)c2nc(NCCCO)ncc2n2c(=O)c3ccccc3[nH]c12
    -23	nt	29	4.0	nt	6	0	-0.1
C[C@H](CO)N1C[C@H](C)[C@H](CN(C)C)Oc2ccc(NC(=O)Nc3ccc(F)cc3)cc2CC1=O
    -4	-1	-3	-2.5	0	0	17	-0.8
CC(C)(C)OC(=O)N(Cc1ccccc1)Cc1ccccc1OCc1cccc(NC(=O)c2ccccc2)c1
    -7	-6	-3	1.7	-1	-2	-5	nt
O=C(Nc1ccc(F)cc1)c1cccnc1NCCc1ccccc1
    nt	nt	-8	nt	6	nt	-28	1.0
CC(=O)c1ccc(-n2ccc(=O)cc2)cc1
    -22	-2	-8	-1.0	-2	-2	1	0.1
COc1ccc(S(=O)(=O)N(C)C[C@H]2Oc3ccc(NC(=O)NC(C)C)cc3CC(=O)N([C@H](C)CO)C[C@@H]2C)cc1
    -11	0	nt	0.3	4	1	2	0.3
C[C@H](CO)N1C[C@H](C)[C@H](CN(C)Cc2ccccc2)Oc2ncc(C#Cc3cccnc3)cc2C1=O
    -6	nt	6	1.8	5	1	-10	-0.8
O=C(C[C@@H]1CC[C@@H]2[C@H](COC[C@@H](O)CN2C(=O)c2ccncc2)O1)NCc1cc(F)cc(F)c1
    9	-4	3	0.1	-5	-5	12	0.2
COc1ccc(NC(=O)Nc2cnccn2)cc1OC
    -16	nt	-4	-0.9	-5	1	23	0.3
CN1C(=O)Nc2cccc3cccc1c23
    -3	3	11	1.0	5	-2	6	0.0
CC(OC(=O)c1cc(O)c2ccccc2c1O)C(=O)Nc1ccc(C(N)=O)cc1 (configuration not stated)
    -30	8	25	2.4	-14	-2	-48	0.0
COc1ccccc1NS(=O)(=O)c1cc(NC(=S)NCCN2CCOCC2)ccc1N1CCOCC1
    -4	-6	2	nt	nt	2	nt	0.3
COc1cc(C2Nc3ccccc3NC3=C2C(=O)CC(C)(C)C3)cc(OC)c1OC (configuration not stated)
    -9	6	1	-0.3	-24	-1	-7	0.2
C[C@@H]1CCCCO[C@H](CN(C)S(=O)(=O)c2ccccc2)[C@@H](C)CN([C@H](C)CO)C(=O)c2cc(NC(=O)Nc3ccc(F)cc3)ccc2O1
    26	-4	-6	0.4	5	2	10	0.5
Cc1cc(C)cc(NC(=S)/N=C(\N)Nc2nc(C)c3ccccc3n2)c1
    5	nt	-2	nt	nt	3	13	0.2
CC(=O)N(C)c1ccc(NC(=S)NCC(C)C)cc1
    -12	1	1	1.8	3	-1	-5	0.2
CCCNC(=O)C[C@H]1C[C@H]2c3cc(NC(=O)C4CCC4)ccc3O[C@H]2[C@@H](CO)O1
    -3	-5	-3	-1.2	10	1	3	-0.1
C[C@@H]1CN([C@H](C)CO)C(=O)c2cccc(NC(=O)c3nc4ccccc4s3)c2O[C@H]1CN(C)CC1CCCCC1
    -4	-5	17	-4.0	8	-1	14	0.1
COc1cc(OC)c(C(=O)NCc2cccnc2)cc1OC
    -16	1	1	-1.9	-4	-2	2	0.0
COc1ccc(COC[B-](F)(F)F)cc1
    -4	-3	nt	-1.3	-3	1	44*	-0.1
